Screening results: PubChem BioAssay, several laboratories
Y pestis TopoI – inhibitors of Yersinia pestis topoisomerase I. activity, % at 10 µM. Y. pestis Topo-I cleavage product accumulation, plate reader. AID 504884. 0.064% of 360,000 active; in the data active = activity above about 50%, passing the limit was not always enough; inconclusive = no clear call, values can overlap the other calls; note: inactives centre near 2
SARS 3CLpro inh – SARS-CoV 3CLpro protease inhibition; P0C6X7; recombinant SARS-CoV 3CLpro, quenched FRET peptide cleavage; inhibition, % at 6 µM; 0.14% of 290,000 active; AID 1706; in the data active = inhibition above about 12%
Vc quorum ag – inducers of Vibrio cholerae quorum light production without autoinducers | activation, % at 18.7 µM | AID 588436 | V. cholerae BH1578 lux reporter, luminescence, 6 h | 0.16% of 350,000 active; in the data active = activation mostly above about 9.7%, no sharp cut-off; inconclusive = no clear call, values can overlap the other calls; inactive = mostly below about 3.7%; note: not every result past the cut was called active; inactives centre near 0; reference of the scale not given here
PrPC TRFRET – reduces human prion protein on the cell surface | inhibition, % at 13.8 µM | 0.43% of 370,000 active | P04156 | cell surface PrPC, TR-FRET read-out; in the data active = inhibition above about 24%; note: 0% = median of the test wells and 100% = reference compound wells
BoNT-A LC inh2 – inhibitors of Botulinum neurotoxin A light chain protease; multiplex microsphere protease substrate cleavage, flow cytometry; inhibition, % at 10 µM; 0.17% of 360,000 active; note: plate controls were buffer without enzyme for full effect and enzyme alone for no effect
SSB-PriA inh – blocks PriA binding to SSB C-terminal tail; 0.6% of 430,000 active; inhibition, % at 33 µM; AID 1272365; AlphaScreen SSBct-PriA binding, biotinylated peptide; in the data active = inhibition mostly above about 37%, no sharp cut-off; inactive = mostly below about 20%;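 note: plate controls were negative control peptide for no effect and reference peptide for full effect; strong numbers were not always called active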
TcdB GH inh – blocks C. difficile toxin B glycohydrolase activity; P18177; TcdB glycohydrolase enzymatic assay, plate reader; inhibition, % at 9.99 µM; 0.24% of 350,000 active; in the data active = inhibition above about 10%
Target sequence (P18177 whole entry, looked up): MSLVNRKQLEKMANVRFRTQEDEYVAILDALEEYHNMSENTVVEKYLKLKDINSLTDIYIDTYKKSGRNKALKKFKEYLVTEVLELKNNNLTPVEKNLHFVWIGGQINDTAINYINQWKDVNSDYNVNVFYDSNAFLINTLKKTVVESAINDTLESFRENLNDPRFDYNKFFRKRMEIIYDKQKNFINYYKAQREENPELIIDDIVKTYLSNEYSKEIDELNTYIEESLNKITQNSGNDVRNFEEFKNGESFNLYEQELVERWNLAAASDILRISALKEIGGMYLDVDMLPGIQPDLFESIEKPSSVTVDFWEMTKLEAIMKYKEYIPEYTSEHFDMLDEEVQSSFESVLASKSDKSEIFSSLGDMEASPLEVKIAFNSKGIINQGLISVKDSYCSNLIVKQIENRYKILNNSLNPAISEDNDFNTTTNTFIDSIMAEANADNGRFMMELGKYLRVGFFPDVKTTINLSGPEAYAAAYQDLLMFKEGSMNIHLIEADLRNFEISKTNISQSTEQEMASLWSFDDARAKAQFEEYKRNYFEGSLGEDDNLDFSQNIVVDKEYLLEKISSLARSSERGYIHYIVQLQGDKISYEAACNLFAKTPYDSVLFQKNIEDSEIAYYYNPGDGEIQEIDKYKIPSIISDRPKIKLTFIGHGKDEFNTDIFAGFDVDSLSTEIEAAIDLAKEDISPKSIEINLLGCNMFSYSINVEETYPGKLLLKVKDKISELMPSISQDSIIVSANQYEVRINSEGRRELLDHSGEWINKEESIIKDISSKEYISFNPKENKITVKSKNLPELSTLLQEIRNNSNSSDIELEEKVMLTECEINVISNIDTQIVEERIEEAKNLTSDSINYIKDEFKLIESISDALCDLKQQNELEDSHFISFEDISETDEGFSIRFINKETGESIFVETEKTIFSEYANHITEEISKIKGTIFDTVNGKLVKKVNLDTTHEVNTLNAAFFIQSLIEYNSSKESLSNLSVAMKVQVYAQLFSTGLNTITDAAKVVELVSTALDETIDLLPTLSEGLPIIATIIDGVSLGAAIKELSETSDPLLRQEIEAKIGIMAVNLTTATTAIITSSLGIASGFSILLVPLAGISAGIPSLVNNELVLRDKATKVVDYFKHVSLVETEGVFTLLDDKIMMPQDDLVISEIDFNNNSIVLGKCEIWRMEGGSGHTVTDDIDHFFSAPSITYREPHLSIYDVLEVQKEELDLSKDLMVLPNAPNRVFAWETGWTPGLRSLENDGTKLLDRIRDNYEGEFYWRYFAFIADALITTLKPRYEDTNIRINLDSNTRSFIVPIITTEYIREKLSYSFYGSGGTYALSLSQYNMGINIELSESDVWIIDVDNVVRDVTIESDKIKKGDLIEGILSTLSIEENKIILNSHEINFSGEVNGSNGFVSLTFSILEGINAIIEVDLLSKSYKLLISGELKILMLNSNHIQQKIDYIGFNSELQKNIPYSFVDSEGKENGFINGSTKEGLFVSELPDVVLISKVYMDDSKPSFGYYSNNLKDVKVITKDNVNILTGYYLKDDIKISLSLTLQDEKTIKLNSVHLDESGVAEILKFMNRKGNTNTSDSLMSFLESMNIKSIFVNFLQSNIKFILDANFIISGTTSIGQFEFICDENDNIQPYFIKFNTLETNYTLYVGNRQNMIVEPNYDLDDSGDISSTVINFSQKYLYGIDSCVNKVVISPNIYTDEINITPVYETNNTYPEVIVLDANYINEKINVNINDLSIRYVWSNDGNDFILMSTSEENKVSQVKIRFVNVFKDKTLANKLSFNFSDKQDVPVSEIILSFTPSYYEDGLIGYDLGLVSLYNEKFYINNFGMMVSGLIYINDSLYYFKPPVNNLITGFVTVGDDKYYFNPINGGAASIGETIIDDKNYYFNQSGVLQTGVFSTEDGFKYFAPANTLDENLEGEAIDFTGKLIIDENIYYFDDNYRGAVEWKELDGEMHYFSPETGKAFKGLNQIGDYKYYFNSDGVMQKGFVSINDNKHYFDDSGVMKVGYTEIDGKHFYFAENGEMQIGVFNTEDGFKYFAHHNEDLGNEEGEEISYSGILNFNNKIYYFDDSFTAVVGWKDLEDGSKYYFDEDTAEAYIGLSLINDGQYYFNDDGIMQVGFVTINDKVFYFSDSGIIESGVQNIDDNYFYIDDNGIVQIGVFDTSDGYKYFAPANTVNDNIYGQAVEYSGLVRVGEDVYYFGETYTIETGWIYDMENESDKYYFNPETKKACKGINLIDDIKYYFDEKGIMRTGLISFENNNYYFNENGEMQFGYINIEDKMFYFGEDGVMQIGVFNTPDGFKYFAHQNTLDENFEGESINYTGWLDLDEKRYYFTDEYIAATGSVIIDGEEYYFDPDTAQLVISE
Anthrax LF inh2 – blocks Bacillus anthracis lethal factor protease; inhibition, % at 10 µM; multiplex microsphere protease cleavage assay, LF; P15917; 0.12% of 360,000 active; note: plate controls were buffer without enzyme for full effect and enzyme alone for no effect
PfHsp40 yeast – restores yeast growth despite PfHsp40 toxicity | S. cerevisiae expressing PfHsp40, growth rescue, ATP luminescence | growth rescue, % at 12.5 µM | 0.68% of 340,000 active | AID 504582; in the data active = growth rescue above about 28%, passing the limit was not always enough; inconclusive = no clear call, values can overlap the other calls;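 note: yeast W303a lacking pdr1 and pdr3 grown in galactose medium; growth measured after three days at 30 °C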
The depositor's hits bear a star; & = joins results of further samples. Cut-off read from the data, not from the text of the source, unless noted: active = inhibition above about 30%; inconclusive = no clear call, values can overlap the other calls; inactive = below that. The list is partial; count on the stated rates, not on these rows.

How did CN(C)CCn1c2c(c(SCC(=O)NCc3ccccc3)nc1=O)CCC2 do in these assays?
Y pestis TopoI: -1; Vc quorum ag: inactive; PrPC TRFRET: -5; BoNT-A LC inh2: 0.8; SSB-PriA inh: -3; TcdB GH inh: -0.5; Anthrax LF inh2: -2; PfHsp40 yeast: -0.4

How did Cc1cc(C)n(-c2nc3ccccc3nc2N2CCN(S(=O)(=O)c3ccc4ccccc4c3)CC2)n1 do in these assays?
Y pestis TopoI: -2; SARS 3CLpro inh: 2; Vc quorum ag: -0.5; PrPC TRFRET: 6; BoNT-A LC inh2: 34*; SSB-PriA inh: -14; Anthrax LF inh2: 25; PfHsp40 yeast: -0.2

Results for COc1ccccc1CNc1cc(CSc2ccc(Cl)cc2)nc(C)n1 ?
Y pestis TopoI: 34; SARS 3CLpro inh: 4; Vc quorum ag: -0.6; PrPC TRFRET: 0; BoNT-A LC inh2: 0.3; SSB-PriA inh: 8; Anthrax LF inh2: -4; PfHsp40 yeast: -1.0

What do the screens show for `CCC(C)NS(=O)(=O)c1ccc(NS(=O)(=O)c2ccc(F)cc2)cc1` (stereo not given)?
Y pestis TopoI: -3; SARS 3CLpro inh: 7; Vc quorum ag: -0.3; PrPC TRFRET: -3; BoNT-A LC inh2: -0.1; SSB-PriA inh: 10; Anthrax LF inh2: -1; PfHsp40 yeast: 0.3

How did CN(C(=O)c1cccc(Nc2ccc(-c3ccc4c(c3)OCCO4)nn2)c1)C1CCCCC1 do in these assays?
Y pestis TopoI: 17; SARS 3CLpro inh: -1; Vc quorum ag: -0.2; PrPC TRFRET: -2; BoNT-A LC inh2: -0.3; SSB-PriA inh: 14; Anthrax LF inh2: -4; PfHsp40 yeast: 4.4

Results for CC(=O)N(C1CC(C)C(C#N)(C#N)C1(C#N)C#N)N(C)C (stereo not given) ?
Y pestis TopoI: 6; SARS 3CLpro inh: -3; Vc quorum ag: 0.0; PrPC TRFRET: 6; BoNT-A LC inh2: -0.2; SSB-PriA inh: -8; TcdB GH inh: 0.2; Anthrax LF inh2: -4; PfHsp40 yeast: -0.2

How did CCOc1ccc(C(=O)CC(C(=O)O)N2CCCCC2)cc1 (stereo not given) do in these assays?
Y pestis TopoI: -2; Vc quorum ag: inactive; BoNT-A LC inh2: 0.6; SSB-PriA inh: 3; Anthrax LF inh2: -2; PfHsp40 yeast: 0.7

How did CS(=O)(=O)N(CC(=O)N/N=C/c1ccccn1)c1ccc(Oc2ccccc2)cc1 do in these assays?
Y pestis TopoI: -5; SARS 3CLpro inh: 3; Vc quorum ag: -5.6; PrPC TRFRET: 0; BoNT-A LC inh2: -2.7; TcdB GH inh: 0.1; Anthrax LF inh2: 1; PfHsp40 yeast: 0.9

What do the screens show for `CC(C)N1C(=O)CCC1C(=O)O` (stereo not given)?
Y pestis TopoI: -1; SARS 3CLpro inh: -2; Vc quorum ag: 6.2; PrPC TRFRET: 5; BoNT-A LC inh2: 0.1; SSB-PriA inh: -10; TcdB GH inh: 0.6; Anthrax LF inh2: 0; PfHsp40 yeast: -0.3

Results for O=C1N=c2ccccc2=C1c1sc(=S)n(NC(=O)c2ccccc2)c1O ?
Y pestis TopoI: -27; SARS 3CLpro inh: 4; Vc quorum ag: -0.2; PrPC TRFRET: 0; BoNT-A LC inh2: -4.8; SSB-PriA inh: -11; TcdB GH inh: -0.6; Anthrax LF inh2: inconclusive; PfHsp40 yeast: 0.0

What do the screens show for `O=C(CCNC(=O)c1ccc(Cl)cc1)NCC(c1ccco1)N1CCCCC1` (stereo not given)?
Y pestis TopoI: 15; Vc quorum ag: 14; PrPC TRFRET: -3; BoNT-A LC inh2: 5.6; SSB-PriA inh: -7; TcdB GH inh: 1.7; Anthrax LF inh2: 2; PfHsp40 yeast: 0.5

What do the screens show for `CC1CCCCC1NC(=O)CSc1nnc(C(F)(F)F)n1C` (stereo not given)?
Y pestis TopoI: -5; Vc quorum ag: -0.4; PrPC TRFRET: 2; BoNT-A LC inh2: -0.3; TcdB GH inh: -0.4; Anthrax LF inh2: -2

How did O=S(=O)(NCc1ccc(F)cc1)c1cc(Br)ccc1Br do in these assays?
Y pestis TopoI: 14; Vc quorum ag: -1.0; PrPC TRFRET: -6; BoNT-A LC inh2: -0.6; SSB-PriA inh: -26; TcdB GH inh: 1.8; Anthrax LF inh2: -2; PfHsp40 yeast: 10

Results for COc1ccc(C(=O)Cn2c(=O)oc3ccc(C)cc32)cc1 ?
Y pestis TopoI: -9; SARS 3CLpro inh: -1; Vc quorum ag: inactive; PrPC TRFRET: 6; BoNT-A LC inh2: -0.4; SSB-PriA inh: -9; TcdB GH inh: 0.3; Anthrax LF inh2: -4; PfHsp40 yeast: 0.5

How did COc1ccccc1NCC(=O)NC(=O)NC1CCCCC1 do in these assays?
Y pestis TopoI: 12; Vc quorum ag: 0.4; PrPC TRFRET: 6; BoNT-A LC inh2: 0.5; SSB-PriA inh: 10; TcdB GH inh: 1.6; Anthrax LF inh2: -6; PfHsp40 yeast: -0.4

Results for CCN(CC)C(=O)Cn1cc(C(=O)C(=O)N2CCN(Cc3ccc4c(c3)OCO4)CC2)c2ccccc21 ?
Y pestis TopoI: 30; SARS 3CLpro inh: -1; Vc quorum ag: -0.8; PrPC TRFRET: -1; BoNT-A LC inh2: 1.3; SSB-PriA inh: -15; TcdB GH inh: 0.5; Anthrax LF inh2: 0; PfHsp40 yeast: -1.9

What do the screens show for `O=C(NCCC1=CCCCC1)c1cc(S(=O)(=O)N2CCOCC2)ccc1Cl`?
Y pestis TopoI: 11; Vc quorum ag: inactive; PrPC TRFRET: 16; BoNT-A LC inh2: 1.4; SSB-PriA inh: -4; TcdB GH inh: -0.6; Anthrax LF inh2: 0; PfHsp40 yeast: -0.3

What do the screens show for `C=C(C)c1cccc(C(C)(C)NC(=O)NCc2ccc(OC)cc2)c1`?
Y pestis TopoI: 11; SARS 3CLpro inh: 5; Vc quorum ag: -1.6; PrPC TRFRET: 8; BoNT-A LC inh2: -0.1; SSB-PriA inh: -3; TcdB GH inh: 3.8; Anthrax LF inh2: 2; PfHsp40 yeast: 0.0

How did COc1cc(OC)cc(C(=O)NCC(=O)OCc2csc(-c3ccccc3)n2)c1 do in these assays?
Y pestis TopoI: 14; SARS 3CLpro inh: 2; Vc quorum ag: -2.7; PrPC TRFRET: 2; BoNT-A LC inh2: 0.9; SSB-PriA inh: 3; Anthrax LF inh2: 0; PfHsp40 yeast: 1.2

How did Cc1c(C(=O)OCC[N+]2(C)CCCCC2)oc2ccccc12 do in these assays?
Y pestis TopoI: -7; SARS 3CLpro inh: 0; Vc quorum ag: inactive; PrPC TRFRET: -7; BoNT-A LC inh2: 0.6; SSB-PriA inh: -21; TcdB GH inh: 0.6; Anthrax LF inh2: -1; PfHsp40 yeast: -1.4

Brought forward from above: 3 compounds, followed by the next part.
What do the screens show for `C=C(C)c1cccc(C(C)(C)NC(=O)NCc2ccc(OC)cc2)c1`?
Y pestis TopoI: 11; SARS 3CLpro inh: 5; Vc quorum ag: -1.6; PrPC TRFRET: 8; BoNT-A LC inh2: -0.1; SSB-PriA inh: -3; TcdB GH inh: 3.8; Anthrax LF inh2: 2; PfHsp40 yeast: 0.0

How did COc1cc(OC)cc(C(=O)NCC(=O)OCc2csc(-c3ccccc3)n2)c1 do in these assays?
Y pestis TopoI: 14; SARS 3CLpro inh: 2; Vc quorum ag: -2.7; PrPC TRFRET: 2; BoNT-A LC inh2: 0.9; SSB-PriA inh: 3; Anthrax LF inh2: 0; PfHsp40 yeast: 1.2

How did Cc1c(C(=O)OCC[N+]2(C)CCCCC2)oc2ccccc12 do in these assays?
Y pestis TopoI: -7; SARS 3CLpro inh: 0; Vc quorum ag: inactive; PrPC TRFRET: -7; BoNT-A LC inh2: 0.6; SSB-PriA inh: -21; TcdB GH inh: 0.6; Anthrax LF inh2: -1; PfHsp40 yeast: -1.4

How did O=C(N/N=C/c1ccc(Cl)c([N+](=O)[O-])c1)c1cc(-c2ccc3c4c(cccc24)CC3)n[nH]1 do in these assays?
Y pestis TopoI: 3; SARS 3CLpro inh: 0; Vc quorum ag: -0.2; PrPC TRFRET: 1; BoNT-A LC inh2: -1.0; SSB-PriA inh: inactive; TcdB GH inh: 0.4; Anthrax LF inh2: 1; PfHsp40 yeast: 0.8

Results for COC(=O)C1=C(c2ccc(OCc3ccccc3)cc2)C[C@@H]2CC[C@H]1N2C(=O)NCc1ccc(Cl)cc1 ?
Y pestis TopoI: 40; Vc quorum ag: -0.2; PrPC TRFRET: -1; BoNT-A LC inh2: 0.2; TcdB GH inh: -0.2; Anthrax LF inh2: -1

What do the screens show for `CCOc1ccccc1CN1CCC(O)CC1`?
Y pestis TopoI: 7; SARS 3CLpro inh: -2; Vc quorum ag: -3.6; PrPC TRFRET: -1; BoNT-A LC inh2: 1.0; SSB-PriA inh: -8; TcdB GH inh: 0.2; Anthrax LF inh2: 0; PfHsp40 yeast: -2.2

How did Cc1ccc(S(=O)(=O)NC(=O)C2(C)CCN2C(=O)c2cccc(F)c2)cc1 (stereo not given) do in these assays?
Y pestis TopoI: 6; Vc quorum ag: -0.4; PrPC TRFRET: -4; BoNT-A LC inh2: 0.0; TcdB GH inh: -0.2; Anthrax LF inh2: -5

How did COc1ccc(/C(=C\Nc2ccc(C)c(C)c2)C(C)=O)cc1OC do in these assays?
Y pestis TopoI: 35; SARS 3CLpro inh: 2; Vc quorum ag: -0.2; PrPC TRFRET: -3; BoNT-A LC inh2: -0.8; SSB-PriA inh: -7; TcdB GH inh: 0.6; Anthrax LF inh2: -4; PfHsp40 yeast: 0.2

How did CC(=NCCc1c(C)[nH]c2ccc(C)cc12)C1=C(O)CC(c2ccccc2)CC1=O (stereo not given) do in these assays?
Y pestis TopoI: 13; SARS 3CLpro inh: 4; Vc quorum ag: -0.3; PrPC TRFRET: 9; BoNT-A LC inh2: 0.9; SSB-PriA inh: 19; Anthrax LF inh2: -2; PfHsp40 yeast: 0.0

How did CCCN=C1N(CC)C[C@@H]2[C@@H]3C(=O)N(Cc4ccccc4)C(=O)[C@@H]3[C@](C)(C(=O)OC)N12 do in these assays?
Y pestis TopoI: -3; Vc quorum ag: inactive; PrPC TRFRET: 3; BoNT-A LC inh2: 0.0; SSB-PriA inh: -7; TcdB GH inh: 1.7; Anthrax LF inh2: 2; PfHsp40 yeast: 0.4

How did CCC(=O)Nc1nonc1-c1nc2ccccc2n1CCC(C)C do in these assays?
Y pestis TopoI: 9; SARS 3CLpro inh: 4; PrPC TRFRET: 2; BoNT-A LC inh2: 0.5; SSB-PriA inh: -11; TcdB GH inh: -0.2; Anthrax LF inh2: -3; PfHsp40 yeast: 0.4

Results for CCOc1ccccc1N1CCN(C(=O)c2ccc(S(=O)(=O)Nc3ccccc3)cc2)CC1 ?
Y pestis TopoI: -5; Vc quorum ag: -3.8; PrPC TRFRET: 9; BoNT-A LC inh2: 0.1; SSB-PriA inh: 18; TcdB GH inh: 1.0; Anthrax LF inh2: 0; PfHsp40 yeast: -0.4

How did CN(Cc1ccccc1)C(=O)c1ccc2c(c1)OCO2 do in these assays?
Y pestis TopoI: -1; SARS 3CLpro inh: 3; Vc quorum ag: -0.7; PrPC TRFRET: 2; BoNT-A LC inh2: -0.6; SSB-PriA inh: -2; Anthrax LF inh2: -5; PfHsp40 yeast: -0.8

What do the screens show for `C[C@H](CO)N1C[C@H](C)[C@@H](CN(C)Cc2ccc(-c3ccccc3)cc2)Oc2ncc(C#C[C@@H](C)O)cc2C1=O`?
Y pestis TopoI: 21; Vc quorum ag: -0.3; PrPC TRFRET: -11; BoNT-A LC inh2: 0.0; TcdB GH inh: -5.6&0.5&-0.5; Anthrax LF inh2: -6

Results for CC(C)CCN1CCN(Cc2nc(-c3ccccc3)cs2)CC1CCO (stereo not given) ?
Y pestis TopoI: 2; SARS 3CLpro inh: 4; Vc quorum ag: -0.2; PrPC TRFRET: -6; BoNT-A LC inh2: -0.2; SSB-PriA inh: -2; TcdB GH inh: 0.9; Anthrax LF inh2: -6; PfHsp40 yeast: -1.8
